# PLK1 PBD inh: qHTS for Inhibitors of PLK1-PDB (polo-like kinase 1 - polo-box domain): Primary Screen | Serine/threonine-protein kinase PLK1 (Homo sapiens), P53350 | Plk1 PBD binding of FITC phosphopeptide, fluorescence polarization | Potency, µM, for inactives: max response, negative = inhibition, most hits filed as inhibitors | hit rate 2.8% among 360,000; note: potency is the fitted concentration of half-maximal effect; series mostly up to about 57 µM; % is set by controls: 0 for no effect and ±100 for the full control effect; nearly all actives have a fitted effect of over 65% in size
# CCT chaperon mod: High-Throughput Screening for Modulators of Cytosolic Chaperonin Activity; purified chaperonin ATPase assay, HTRF ADP detection, 30 min; activity change, % (no concentration beside the values), hits read low; hit rate 0.3% among 360,000; in the data active = activity change below about -30%; note: % is set by controls: 0 for no effect and ±100 for the full control effect
#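 ATPase activity: ADP formed was measured by HTRF Transcreener (665/615 nm ratio) after 30 min at 37 deg C with 10 uM ATP. Compounds screened at one 76 uM concentration against 40 or 20 nM TRiC in Tris pH 7.4/KCl/MgCl2/DTT buffer.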
# IL2 activator: qHTS of IL-2 Activators | IL-2 activation reporter assay, cell-based qHTS; stimulated with anti-CD3/CD4/CD28 beads; in transgenic mouse T cells | activation, % (series mostly up to about 46 µM) | hit rate 0.065% among 360,000; in the data active = activation above about 50%; inconclusive = mostly about 30% to 49%; note: 0% is about no effect
#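 Readout: EGFP and DsRed signals by fluorescent plate cytometry. Unstimulated transgenic mouse T cells received compound 60 min before antibody-bead stimulation, then incubated 18 h at 37 degrees C.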
# EPAC1 ag: qHTS for Agonist of cAMP-regulated guanine nucleotide exchange factor 3 (EPAC1): primary screen. EPAC1 agonist qHTS, biochemical assay; response scale: 100% = response to 6.5 mM cAMP. Rap guanine nucleotide exchange factor 3 (Homo sapiens), O95398. Potency, µM (series often up to 154 µM), for inactives: at the highest dose activation, most hits filed as activators. hit rate 0.073% among 360,000; note: potency is the fitted concentration of half-maximal effect; nearly all actives have a fitted effect of over 60% in size
# Target sequence (O95398 whole entry, looked up): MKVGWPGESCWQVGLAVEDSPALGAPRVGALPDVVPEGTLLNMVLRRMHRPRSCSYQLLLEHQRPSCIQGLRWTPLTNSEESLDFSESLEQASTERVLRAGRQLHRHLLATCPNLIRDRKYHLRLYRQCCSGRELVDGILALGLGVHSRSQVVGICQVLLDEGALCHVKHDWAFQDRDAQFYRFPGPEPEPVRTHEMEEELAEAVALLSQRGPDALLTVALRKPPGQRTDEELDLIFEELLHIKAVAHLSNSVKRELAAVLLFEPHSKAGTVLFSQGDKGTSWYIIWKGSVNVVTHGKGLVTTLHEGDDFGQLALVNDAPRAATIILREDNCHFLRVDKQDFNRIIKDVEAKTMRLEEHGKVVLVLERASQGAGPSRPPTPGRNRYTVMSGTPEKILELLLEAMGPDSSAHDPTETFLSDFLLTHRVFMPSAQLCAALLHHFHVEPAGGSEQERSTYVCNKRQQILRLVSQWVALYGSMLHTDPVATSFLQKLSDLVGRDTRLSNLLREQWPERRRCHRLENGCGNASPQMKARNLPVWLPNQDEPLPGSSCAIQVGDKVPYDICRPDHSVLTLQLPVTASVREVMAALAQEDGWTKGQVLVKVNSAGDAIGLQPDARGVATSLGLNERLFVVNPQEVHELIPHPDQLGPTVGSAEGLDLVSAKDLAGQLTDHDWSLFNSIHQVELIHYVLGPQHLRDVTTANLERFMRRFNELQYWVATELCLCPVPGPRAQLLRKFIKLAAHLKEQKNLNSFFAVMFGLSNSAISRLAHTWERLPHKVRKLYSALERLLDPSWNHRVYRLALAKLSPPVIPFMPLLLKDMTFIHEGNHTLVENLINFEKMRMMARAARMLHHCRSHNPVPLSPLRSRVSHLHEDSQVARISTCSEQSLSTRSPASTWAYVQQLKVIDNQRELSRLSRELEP
#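 Multi-concentration qHTS readout: loss of Rap1B-bound BODIPY-GDP fluorescence driven by 100 nM EPAC1 with excess GDP (50 uM), monitored kinetically at room temperature; agonist response expressed relative to 6.5 mM cAMP.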
# EPAC2 ag: qHTS for Agonist of cAMP-regulated guanine nucleotide exchange factor 4 (EPAC2): primary screen. EPAC2 activation, biochemical qHTS; response scale: 100% = 6.5 mM cAMP response. Potency, µM (top dose mostly 154 µM), without a hit: top-dose activation, hits mostly activators. hit rate 0.079% among 360,000. AID 720711, 2013; note: potency is the fitted concentration of half-maximal effect; nearly all actives have a fitted effect of over 50% in size
#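 Compounds were titrated in qHTS against a Rap1B-BODIPY-GDP (250 nM) complex with EPAC2 (100 nM) and GDP (50 uM). BODIPY-GDP release tracked at 480/540 nm over 30 min at room temperature, normalized to 6.5 mM cAMP.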
# WRN inhibitor: qHTS for Inhibitors of WRN Helicase. Potency, µM (highest dose often 114 µM), without a hit: at the top dose activity change, negative = inhibition, actives largely listed as inhibitors. Bifunctional 3'-5' exonuclease/ATP-dependent helicase WRN (Homo sapiens), Q14191. hit rate 0.46% among 360,000. AID 651768, 2012. WRN helicase unwinding, fluorescent forked duplex, kinetic; note: potency is the fitted concentration of half-maximal effect; % is set by controls: 0 for no effect and ±100 for the full control effect; nearly all actives have a fitted effect of over 55% in size
#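 Enzyme (20 nM final) and test compound sit together 15 min at room temperature before substrate addition. Substrate is a single-forked duplex oligonucleotide (100 nM) labelled with fluorophore and quencher, with 2 mM ATP; helicase unwinding raises red fluorescence, read kinetically.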
# EPAC1 antagonist: qHTS for Antagonist of cAMP-regulated guanine nucleotide exchange factor 3 (EPAC1): primary screen. Rap guanine nucleotide exchange factor 3 (Homo sapiens), O95398. EPAC1 GEF assay, Rap1b-BODIPY-GDP exchange fluorescence. Potency, µM (top dose mostly 115 µM), without a hit: at the highest dose activity change, negative = inhibition, most hits filed as inhibitors. hit rate 0.14% among 360,000. AID 720709, 2013;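 note: potency is the fitted concentration of half-maximal effect; plate controls were vehicle for no effect and positive control for full effect; nearly all actives have a fitted effect of over 50% in size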
# PI5P4K alpha inh: qHTS for Inhibitors of phosphatidylinositol 5-phosphate 4-kinase (PI5P4K). PI5P4Kalpha enzyme, ADP-Glo luminescence, 60 min; stronger effect = lower value. AID 652105, 2013. max response, %. Phosphatidylinositol 5-phosphate 4-kinase type-2 alpha (Homo sapiens), P48426. hit rate 1.2% among 330,000; active = max response of -50% or lower; inconclusive = between -30% and -50%; inactive = -30% or higher; note: value at the top dose of about 77 µM; % is set by controls: 0 for no effect and ±100 for the full control effect
#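 Single end-point luminescence (ADP-Glo) quantified ADP from PI5P4Kalpha turnover; ATP 5 microM final, 1 h at RT, 0.1% CHAPS and 0.28 mM EGTA in HEPES pH 7.4.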
# Numbers without * were called inactive; ? = inconclusive; nt = no result given; [ ] = dose if it differs, or a comment. Unless noted, calls come from the whole dose curve; as a rule, active = well fitted curve in the direction sought with a large enough effect; inconclusive = small, poorly fitted or top-dose-only effect, or another doubt; inactive = no such curve, though single readings can be large; an effect the other way counts as inactive or inconclusive. This is a subset; count on the stated rates, not on these rows.
SMILES,PLK1 PBD inh,CCT chaperon mod,IL2 activator,EPAC1 ag,EPAC2 ag,WRN inhibitor,EPAC1 antagonist,PI5P4K alpha inh
CCc1cc(C(=O)N2CCN(c3ccccn3)CC2)sc1C,-8%,-1.9,-2.5,-2%,3%,3%,-1%,-2
CCCCn1c(N)c(N(CCC(C)C)C(=O)CCN2C(=O)C3CC=CCC3C2=O)c(=O)[nH]c1=O (stereo unspecified),-7%,-4.3,1.3,-2%,0%,-2%,-8%,10
Cc1ccc2c(c1)C1CN(C)CCC1N2C(=O)COc1ccc(N(C)S(=O)(=O)c2cccs2)cc1 (stereo unspecified),-2%,-0.4,-1.4,-2%,0%,-1%,-10%,1
O=C(c1noc2c1CSc1ccccc1-2)N1CCN(c2ccc(Cl)cc2)CC1,-1%,-5.4,-1.0,-10%,2%,2%[57.1 µM],1%,0
CC(=O)Cc1nsc(NC(=O)c2cccs2)n1,0%,-0.5,-2.2,3%,1%,45%[activator],4%,nt
COC(=O)Cc1c(C)c2ccc(OCC(=O)N(C)C3CCS(=O)(=O)C3)cc2oc1=O (stereo unspecified),-15%,-2.5,-1.8,0%,10%,7%,?,0
O=C(COc1ccc2ccccc2c1)N1c2ccccc2Sc2ccccc21,-7%,-4.9,0.4,5%,11%,-15%,-2%,nt
Cc1ccc(N2C(=O)CC(Sc3nc4ccccc4o3)C2=O)cc1Cl (stereo unspecified),-26%,-2.3,-3.1,0%,-2%,-6%,4%,1
COc1ccc(Nc2c([N+](=O)[O-])ccc3c2=NC2(CCCCC2)N=3)cc1,2%,1.3,1.6,-1%,0%,-19%,5%,0
CCC1CCCN1Cn1cnc2c([nH]c3ccc(Cl)cc32)c1=O (stereo unspecified),3%,-1.4,0.8,15%,-10%,-10%[57.1 µM],16%,0
Cc1c(NC(=O)c2cnn3c(C(F)(F)F)cc(-c4ccco4)nc23)c(=O)n(-c2ccccc2)n1C,?,-2.6,1.4,-5%,-4%,-33%[57.1 µM],3%,3
CCSc1nc2sc3c(c2c(=O)n1-c1ccccc1)CCN(C(C)C)C3,-13%,-5.9,-2.2,-8%,11%,0%,-6%,-8
CC(C)NC(=O)NC(=O)CSc1ncc(C(F)(F)F)cc1Cl,?,1.4,-1.6,-16%,-18%,9%,6%,nt
CCc1cccc(C)c1NC(=O)COC(=O)C(NS(=O)(=O)c1ccc(Cl)cc1)C(C)O (stereo unspecified),-1%,-3.7,0.7,-2%,5%,19%,13%,-6
CSc1ccc(CN2CCCC(CNC(=O)c3ccc(F)cc3)C2)cc1 (stereo unspecified),-4%,-1.4,1.8,13%,-1%,-3%,5%,1
CCCCCC(=O)OCCc1c(C)nc2nc[nH]n2c1=O,-7%,-19,2.0,-7%,-3%,7%[57.1 µM],-14%,10
CCN(CC)C(=O)CSc1nc(Cc2ccccc2)nc2ccccc12,0%,3.3,-0.3,14%,1%,0%,-2%,8
O=C(c1ccc([N+](=O)[O-])cc1)N1CCN(Cc2ccccc2)CC1,3%,1.1,-2.5,-10%,-5%,3%,8%,-5
O=C(NCC1CCCO1)c1ccc2c(=O)n(CC3CCCO3)c(=S)[nH]c2c1 (stereo unspecified),-6%,-0.7,0.0,2%,11%,-2%,-4%,nt
COc1ccc(C2CC=C(C(C)=O)CN2S(=O)(=O)c2ccccc2)cc1 (stereo unspecified),-18%,0.6,0.1,6%,0%,-12%,?,1
COc1cccc(/C=N/Nc2ccc(S(=O)(=O)O)cc2)c1O,-3%,-0.4,-0.4,0%,0%,-8%,0%,nt
C#CC(C)OC(=O)C(C)NC(=O)c1ccccc1 (stereo unspecified),-4%,-3.8,0.8,-6%,11%,-6%,-15%,-3
COc1ccc(OC)c(/C=N/NC(=O)CCc2ccc(O)c(O)c2)c1,-8%,-4.3,0.2,-8%,-4%,-24%,8%,-22
COc1cccc(C(=O)NCCS(=O)(=O)N2CCC(C)CC2)c1,-3%,-2.5,0.0,-8%,4%,-5%,-3%,4
Oc1ccc(-c2nc3ccc4ccccc4c3c3c2CCC3)cc1O,-12%,-2.3,-0.5,3%,12%,-22%,-25%,-21
COc1cc2c(cc1OC)C(c1ccccc1F)NCC2 (stereo unspecified),-13%,-3.1,0.3,-1%,11%,4%,5%,-3
COc1ccccc1N(CC(=O)N1CCN(c2ccccc2)CC1)S(=O)(=O)c1ccc(C)cc1,-8%,-2.4,-0.1,7%,3%,-26%,-19%,-11
COc1ccc(CNC(=O)CS(=O)(=O)Cc2nc(-c3ccc(OC)cc3)oc2C)cc1,-3%,-0.7,-1.8,-14%,-2%,6%,-4%,3
COC(=O)COc1ccc(C2Nc3c(Cl)ccc(C(=O)O)c3C3C=CCC32)cc1 (stereo unspecified),21µM*,-0.7,-0.5,-1%,1%,22µM*,-22%,-57*
CCOC(=O)C(NCCc1ccc(F)cc1)(NC(=O)CC)C(F)(F)F (stereo unspecified),-3%,-0.4,-0.2,1%,-4%,5%,7%,11
O=C(CC1SC(=O)N(c2ccccc2)C1=O)Nc1cccc2ccccc12 (stereo unspecified),11µM*,1.4,-1.1,10%,-7%,?,-19%,?
CCc1nnc(N2CCN(c3ncnc4c3oc3ccccc34)CC2)s1,-19%,-1.7,0.1,8%,12%,?,-19%,3
CC(=O)c1cccc(OCc2cc(C(=O)NC3CCN(Cc4ccccc4)CC3)no2)c1,?,1.6,-2.0,-8%,6%,3%,9%,-6
CC(C)C1CC(C(=O)Nc2ccccc2)C(=O)O1 (stereo unspecified),-15%,2.2,-1.0,-8%,-4%,-3%,-25%,-3
Cc1ccc(S(=O)(=O)N2CCCC2)cc1C(=O)N1CCN(Cc2ccccc2)CC1,-15%,-1.4,-0.2,5%,14%,1%,0%,-2
O=C(NCC(F)(F)F)Nc1nnc(C(F)(F)F)s1,-11%,-2.4,0.5,-2%,9%,-8%,-10%,-1
Cn1ncc(Br)c1C(=O)NC1C2CC3CC(C2)CC1C3 (stereo unspecified),-9%,-2.4,0.2,8%,-3%,-15%,5%,-8
COc1cc(OC)c(OC)cc1CN1CCN(S(=O)(=O)c2ccc(NC(C)=O)cc2)CC1,-12%,0.1,-0.2,-11%,-11%,-5%,-8%,4
CS(=O)(=O)N(CC(=O)N1CCCC1)c1ccccc1F,-9%,-1.5,-3.1,8%,3%,6%,5%,3
C/C(=N\NC(=O)c1c(Cl)cnn1C)c1ccc(NC(=O)c2ccc(Br)o2)cc1,-6%,-0.1,-1.4,-7%,-2%,-1%,-18%,-1
CC(C)C(=O)Nc1ccc2c(c1)Cc1cc(NC(=O)C(C)C)ccc1-2,-5%,-5.0,1.2,22%,19%,1%,6%,2
O=C(Nc1ccc(N2CCOCC2)cc1)C1CC(O)CN1S(=O)(=O)c1ccc(Cl)cc1 (stereo unspecified),-10%,-0.6,-0.2,-1%,14%,4%,-22%,5
COc1ccc(NC(=O)Nc2c[nH]c(=O)[nH]c2=O)cc1,-8%,1.1,0.6,8%,11%,2%,8%,-2
COC(=O)c1ccc(CNC(=O)c2cc(COc3cncc(Cl)c3)on2)cc1,1%,-2.7,-4.2,-15%,-5%,-4%,-23%,0
O=C(NCc1ccc2c(c1)OCO2)C1CCCN1C(=O)Nc1ccccc1 (stereo unspecified),-7%,-1.6,-2.1,3%,7%,1%,2%,nt
Oc1c(C(c2cccs2)N2CCOCC2)sc2ncnn12 (stereo unspecified),2%,1.4,-2.0,-1%,2%,8%,8%,0
CN1CCN(C(=O)CCCN2C(=O)/C(=C/c3cccc(Br)c3)SC2=S)CC1,?,1.2,-0.5,1%,9%,-5%,-13%,2
C[C@H](NC(=O)c1ccccc1)C(=O)N1CCN(c2ccccc2)CC1,2%,1.2,-2.7,-2%,3%,4%,7%,-3
CCNC(=O)c1ccccc1-c1nc(-c2ccccc2OC)no1,2%,1.1,1.4,0%,2%,-1%,3%,-8
O=C(NCCCN1CCOCC1)C1Nc2ccc(OC(F)(F)F)cc2C2C=CCC12 (stereo unspecified),-9%,-1.6,-2.3,-15%,-5%,-2%,-23%,-1
CC1CN(CC(=O)NC(C)c2ccccc2)CC(C)O1 (stereo unspecified),-5%,0.9,2.3,-3%,2%,-6%,-6%,9
Cc1cc(NC(=O)COc2ccccc2C)no1,-2%,-4.8,-4.8,-9%,3%,-11%,4%,-6
CC1(C)CC(=O)c2cc(C(=O)NC3CCSC3=O)c(=O)n(-c3ccccc3)c2C1 (stereo unspecified),-11%,-0.5,-0.8,4%,8%,-1%,3%,2
COC(=O)CC1C(=O)NCCN1C(=S)NC(=O)C(c1ccccc1)c1ccccc1 (stereo unspecified),?,-6.0,0.0,-4%,2%,-3%,-5%,6
Cn1c(=O)c2c(n(Cc3ccccc3)c1=O)NC(=O)C2CC(=O)N1CCc2ccccc2C1 (stereo unspecified),-13%,-2.6,0.5,9%,-5%,-24%,-5%,-1
CC1CCC2C(=O)N(c3cccc(C(=O)Nc4ccc(F)cc4)c3)C(=O)C2C1 (stereo unspecified),-3%,-1.9,-3.8,-2%,-3%,-32%,-2%,-8
COc1ccccc1N1CCN(C(=O)c2cc3c(=O)n4cccc(C)c4nc3s2)CC1,-5%,1.4,-0.2,-1%,2%,-8%,-5%,4

# Ordered by number of heavy atoms (high to low): 3 of the compounds above
SMILES,PLK1 PBD inh,CCT chaperon mod,IL2 activator,EPAC1 ag,EPAC2 ag,WRN inhibitor,EPAC1 antagonist,PI5P4K alpha inh
Cn1c(=O)c2c(n(Cc3ccccc3)c1=O)NC(=O)C2CC(=O)N1CCc2ccccc2C1 (stereo unspecified),-13%,-2.6,0.5,9%,-5%,-24%,-5%,-1
O=C(c1noc2c1CSc1ccccc1-2)N1CCN(c2ccc(Cl)cc2)CC1,-1%,-5.4,-1.0,-10%,2%,2%[57.1 µM],1%,0
C#CC(C)OC(=O)C(C)NC(=O)c1ccccc1 (stereo unspecified),-4%,-3.8,0.8,-6%,11%,-6%,-15%,-3

# Screening data: PubChem BioAssay, National Center for Advancing Translational Sciences (NCATS)
